# From PubChem
# NLRP3 yeast inh – NALP3 inflammasome inhibitors in reconstituted yeast, primary screen, luminescence, uHTS | Yeast reconstituted NLRP3/ASC/caspase-1, beta-gal luminescence, 24 h | inhibition, % at 10 µM | 330,000 tested, 0.39% active | AID 2825, 2010;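 active = inhibition of 50% or more; inactive = inhibition below 50%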;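 also: plate controls were induced DMSO wells for no effect and uninduced yeast grown without galactose for full effect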
# hIAP act – human IAP activators, primary screen, biochemical, luminescence, uHTS; Intestinal-type alkaline phosphatase (Homo sapiens), P09923; purified human IAP, CDP-Star luminescence, 30 min; active compounds read high; 1 = vehicle-only enzyme, 0 = enzyme-free background; activation factor at 10 µM; 330,000 tested, 0.16% active;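 active = activation factor of the enzyme at least 2-fold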; also: the source names both 10 and 20 µM as test concentration; values of inactives mirror those of a sister screen read the other way
# SENP1 inh – human SENP1 catalytic domain inhibitors, primary screen, biochemical, FRET, uHTS. 360,000 tested, 0.21% active. inhibition, % at 10 µM. AID 624204, 2012. Sentrin-specific protease 1 (Homo sapiens), Q9P0U3. recombinant SENP1 catalytic domain, CyPet-SUMO1-YPet FRET cleavage;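 active = inhibition at least 30% at 10 µM, raw YFP signal under a set limit, fluorescence ratio 0.5 to 1.5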;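 also: 0% = enzyme with DMSO and 100% = no enzyme wells; some results filed as inactive read as strong as hits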
#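 Test system: hSENP1 catalytic domain, recombinant; Amount: 20 pM final SENP1 enzyme; Medium: Tris pH 8 buffer plus EDTA, NaCl, BME, BSA, NP40, catalase; Schedule: 50 min enzyme reaction, room temperature, light-protected; Technique: FRET fluorescence in CFP and YFP emission channels; Controls: no-enzyme wells low, DMSO-plus-enzyme wells high control.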
# mIAP block – inhibitors of mouse IAP, primary screen, biochemical, luminescence, uHTS; intestinal alkaline phosphatase [Mus musculus]; purified mouse IAP, CDP-Star luminescence, 30 min; inhibition, % at 10 µM; 330,000 tested, 0.2% active; AID 2806, 2010;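 active = inhibition of at least 40% at 10 µM in the primary screen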;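 also: plate controls were DMSO with enzyme for no effect and no enzyme wells for full effect; values of inactives mirror those of a sister screen read the other way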
# APOBEC3A inh – APOBEC3A ssDNA deaminase inhibitors, primary screen, selectivity assay for APOBEC3G inhibitor project, biochemical, FAM/TAMRA oligo cleavage fluorescence; DNA dC->dU-editing enzyme APOBEC-3A (Homo sapiens), P31941; recombinant A3A, FAM/TAMRA ssDNA deamination fluorescence; inhibition, % at 20 µM; 330,000 tested, 0.41% active;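 active = at least 40% inhibition at 20 µM here, with at most 30% in a related deaminase screen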;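 also: plate controls were A3A with DMSO for no effect and wells lacking A3A enzyme for full effect; some results filed as inactive read as strong as hits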
# beta cell repl – inducers of MIN6 beta-cell proliferation, primary screen, ATP luminescence, uHTS. MIN6 cells proliferation, ATPlite luminescence, 48 h; cells starved in 0.2% serum; 100% = growth in 10% serum. proliferation, % at 10 µM. 330,000 tested, 0.29% active;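 active = compounds whose signal lies at least 3.5 SD above the mean of all wells on their plate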;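 also: 0% = DMSO-treated cells in low-serum medium and 100% = 10% serum control; some compounds called inactive have numbers as strong as hits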
# hIAP inh – human IAP inhibitors, primary screen, biochemical, luminescence, uHTS; purified IAP, CDP-Star luminescence, 30 min; Intestinal-type alkaline phosphatase (Homo sapiens), P09923; 330,000 tested, 0.12% active; inhibition, % at 10 µM; AID 2544, 2010;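 active = inhibition reaching a set limit with compound at 10 µM in the primary screen, cut at about 35% in these data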;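 also: plate controls were DMSO wells with enzyme for no effect and no-enzyme buffer wells for full effect; values of inactives mirror those of a sister screen read the other way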
# APOBEC3G inh – APOBEC3G DNA deaminase inhibitors, primary screen, biochemical, fluorescence, single-stranded DNA substrate, uHTS; recombinant A3G, ssDNA deamination FAM/TAMRA fluorescence; inhibition, % at 20 µM; 330,000 tested, 0.28% active;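 active = inhibition of at least 40% at 20 µM, with no more than 30% in the related APOBEC3A deaminase screen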;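 also: plate controls were DMSO wells with A3G for no effect and wells lacking A3G enzyme for full effect; some compounds called inactive have numbers as strong as hits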
# mIAP act – activators of mouse IAP, primary screen, biochemical, luminescence, uHTS | intestinal alkaline phosphatase [Mus musculus] | activation factor at 10 µM | 330,000 tested, 0.24% active | AID 2805, 2010 | muIAP, CDP-Star luminescence, 30 min; active compounds read high; 1 = vehicle-only enzyme signal, 0 = enzyme-free wells;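 active = activation factor of at least 2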; also: the source names both 10 and 20 µM as test concentration; values of inactives mirror those of a sister screen read the other way
#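 System: Mouse IAP enzyme | Also added: CDP-Star substrate | Dosing: Compounds dispensed in DMSO | Schedule: 30 min enzyme-substrate-compound incubation at room temperature | Technique: Chemiluminescence readout | Control set: DMSO-only wells and no-enzyme negative control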
# An asterisk follows results filed as active; x = no result given. The list is partial. The share of hits here may be higher or lower than overall.
no.	canonical_smiles	NLRP3 yeast inh	hIAP act	SENP1 inh	mIAP block	APOBEC3A inh	beta cell repl	hIAP inh	APOBEC3G inh	mIAP act
1	COc1cc(NC(=S)N2CCN(C)CC2)c(OC)cc1Cl	8	0.99	-1	6	-4	-2	1	-3	0.94
2	COc1ccc(NS(=O)(=O)c2coc(C(N)=O)c2)cc1Cl	-6	1	1	10	1	1	0	-3	0.9
3	Cc1ccc(S(=O)(=O)NC(=NC2CCCCC2)c2ccc(F)cc2)cc1	1	0.92	1	1	-1	0	8	-4	0.99
4	Cc1nc2ncnn2c(C)c1CCC(=O)N1CC(C)CC(C)C1 (stereo not given)	5	1	0	-1	2	-1	-1	0	1
5	CCOc1ccccc1OCCCC(=O)N1CCN(S(=O)(=O)c2ccc(C)cc2C)CC1	13	1.1	-3	-3	0	4	-8	-2	1
6	CC(C)(CO)CNC(=O)CCc1nnc(Cc2ccc(-c3ccccc3)cc2)o1	8	1.2	1	1	3	3	-23	-10	0.99
7	C=CCNC(=S)N1CCN(c2ncc(C(F)(F)F)cc2Cl)CC1	24	1.3	-1	-15	-3	-1	-25	-8	1.2
8	Cc1ccc(NC(=O)c2ccc3c(c2)NC(=O)CS3)nc1	17	1.1	0	3	2	-1	-5	-6	0.97
9	Cc1cc(C(=O)NCCN2CCCCC2C)n(-c2ccccc2)n1 (stereo not given)	20	0.94	-31	2	2	2	6	6	0.98
10	COc1cccc(-c2cc(C(F)(F)F)nc(-n3cccn3)n2)c1	40	0.99	2	9	1	1	1	1	0.91
11	Cc1cccc(/C=C/c2nc3ccccc3c(=O)n2Cc2ccccc2)c1	-7	1.2	0	17	-4	-6	-18	-8	0.83
12	NC1=C([N+](=O)[O-])C(c2ccc(F)cc2)C2=C(CCCC2=O)O1 (stereo not given)	5	1.2	0	0	5	-4	-18	-3	1
13	COc1ccc(-c2cc(C(=O)Nc3cccnc3)no2)cc1OC	14	1.3	1	0	-2	0	-26	4	1
14	Clc1ccccc1Cn1nnc2c(N3CCCC3)ncnc21	17	0.93	-5	-1	0	4	7	0	1
15	COc1ccc([N+](=O)[O-])cc1-c1nc2ccccc2nc1-c1ccccc1	15	1	0	13	-2	2	0	-6	0.87
16	COc1ccc(NC(=O)CN2CCCCCC2)cc1OC	11	1	1	2	-2	-1	0	-6	0.97
17	Clc1ccc(-n2nnnc2CN2CCCCC2)cc1Cl	-19	1.1	1	7	2	3	-5	1	0.93
18	COC(=O)CCc1nc2ccccc2[nH]c1=O	-3	1.1	3	2	3	-4	-14	0	0.98
19	O=C(CSc1nc(O)cc(=O)[nH]1)Nc1ccc2c(c1)CCC2	0	1.3	2	10	-2	1	-32	-11	0.9
20	Cc1ccc(S(=O)(=O)CC(=O)Nc2nccs2)cc1	17	0.92	4	5	10	-2	8	-11	0.95
21	Cc1ccc(-n2c(Cl)c(Cl)[nH]c(=O)c2=O)cc1	0	0.89	-2	-14	1	-2	11	0	1.1
22	CC#CCN1c2ccccc2[C@]23C[C@@H](C(=O)OC)N(C(=O)c4cc(C)oc4C)C2=NC(C(=O)OC)=C(C(=O)OC)[C@H]13	17	0.95	2	6	-2	-5	5	-6	0.94
23	O=S(=O)(c1ccc(F)cc1)n1cnc2ccccc21	2	1	-1	-8	3	-1	-1	-1	1.1
24	CN1CCN(c2ccc(NC(=O)CSc3ccccc3)cc2F)CC1	10	1	1	-4	0	-1	0	-6	1
25	COc1ccc(S(=O)(=O)N2CCOCC2)cc1NC(=O)Cc1c(F)cccc1Cl	16	0.99	2	-8	-3	-3	1	-5	1.1
26	CCn1cc(Cl)c(C(=O)NNC(=O)CCn2ccc([N+](=O)[O-])n2)n1	-6	1.5	0	5	3	3	-55	2	0.95
27	COc1cccc(CNC(=O)CSC(=S)N2CCCC2)c1	27	1.1	2	-3	3	0	-14	-5	1
28	Cc1sc2ncnc(N/N=C/c3cccc(O)c3)c2c1C	15	1	-5	6	-1	1	-3	-3	0.94
29	C(=N\Nc1nc2ccccc2s1)/c1ccccn1	17	0.91	x	11	-2	-4	10	-10	0.89
30	CCN1C(=O)[C@H]2[C@@H](c3ccc(C)cc3)N3C(=O)N(c4ccc(C)cc4)C(=O)[C@@]3(CC)[C@H]2C1=O	18	0.97	2	-9	3	-1	3	1	1.1
31	CCc1nn2c(=O)c(S(=O)(=O)Nc3ccc(C(C)C)cc3)c(C)nc2s1	3	0.96	0	-8	-1	-4	4	-8	1.1
32	CC(C)CN(C(=O)COC(=O)COc1ccc2c(c1)CCC2)c1c(N)n(Cc2ccccc2)c(=O)[nH]c1=O	15	1.1	1	2	8	-6	-5	-9	0.98
33	CCn1c(SCC(=O)Nc2nonc2C)nnc1-c1ccco1	16	0.98	2	0	0	-4	2	-4	0.99
34	COc1ccc(/C=N/NC(=O)c2nc(-c3ccccc3)n(-c3ccccc3)n2)cc1OC	7	0.9	2	7	2	0	10	-4	0.93
35	COc1cc(/C=C/C(=O)OCC(=O)NCc2ccco2)ccc1O	21	0.88	-20	10	-3	-2	12	-10	0.9
36	CCN(Cc1ccncc1)C(=O)CCc1nnc(CCc2ccccc2OC)o1	5	1	1	1	4	-1	-4	-2	0.99
37	O=[N+]([O-])c1ccc(/C=N/Nc2nc(NCc3ccccc3)nc(N3CCOCC3)n2)cc1	25	0.88	-5	11	-1	-7	12	-8	0.89
38	COc1ccc2cc3cc(C(=O)N4CC(C)CC(C)C4)oc3nc2c1 (stereo not given)	17	0.92	0	8	-1	0	8	-5	0.93
39	O=C(NC(=S)Nc1ccccn1)c1cncc(Br)c1	2	0.98	1	2	-1	-3	2	-7	0.98
40	CN(Cc1cccnc1)Cc1cn[nH]c1-c1ccc(-c2ccccc2)cc1	-3	1.5	2	-12	2	2	-55	-1	1.1
41	CCOC(=O)Cn1c(=O)n(Cc2ccccc2)c(=O)c2cccnc21	1	1.2	-4	-8	8	6	-16	0	1.1
42	COC(=O)c1sc2nc(C)nc(SCC(=O)C(C)(C)C)c2c1C	10	1	-4	-2	3	-5	-3	-8	1
43	O=C(COC(=O)/C=C/c1cccs1)Nc1ccc2ccccc2c1	2	1.4	2	6	-4	-1	-44	-6	0.94
44	N#CCc1nnc2n1-c1ccccc1CCC2	11	1.1	-1	-4	0	-1	-9	-1	1
45	O=C(Nc1ccc(C(=O)O)cc1)/C(=C\C=C\c1ccccc1)NC(=O)c1ccccc1Cl	0	1.1	0	-1	2	-6	-10	1	1
46	COc1ccccc1N1CCN(C(=O)CSc2nnc3c4ccccc4n(CC(=O)O)c3n2)CC1	20	1.1	-2	2	-3	0	-10	-11	0.98
47	CN(Cc1cnn(C)c1)S(=O)(=O)c1cccc([N+](=O)[O-])c1	-12	1	2	-15	-5	-6	-2	0	1.1
48	CC(=O)c1cccc(NC(=O)C2CCN(C(=O)c3ccccc3Cl)CC2)c1	16	0.91	1	1	2	2	10	-8	0.99
49	c1ccc(Nc2nnc(-c3cccnc3)s2)cc1	12	0.97	3	1	-3	-3	3	-10	0.99
50	N#CC1=C(N)OC2=C(C(=O)CCC2)C12C(=O)N1CCCc3cccc2c31 (stereo not given)	13	1.8	2	-4	-2	-4	-78	-5	1

# Further results.
no.	canonical_smiles	NLRP3 yeast inh	hIAP act	SENP1 inh	mIAP block	APOBEC3A inh	beta cell repl	hIAP inh	APOBEC3G inh	mIAP act
51	O=C(Cn1nnc2ccccc2c1=O)NCCc1ccccc1	15	0.87	-7	-9	-1	0	13	-3	1.1
52	COCCNC(=S)N(CCc1c(C)[nH]c2ccc(Cl)cc12)Cc1cccnc1	-4	1.1	-8	-9	-4	-1	-7	6	1.1
53	O=C(NNC(=O)c1ccc([N+](=O)[O-])cc1)NC1CCCCC1	20	0.89	1	9	4	-2	11	11	0.91
54	Nc1cc2c(cc1C(=O)c1ccccc1)OCCO2	17	0.92	5	7	-3	-2	8	-4	0.93
55	COc1ccc(-c2cc(C(=O)NCCCN3CCCC3=O)c3ccccc3n2)cc1	-5	1	-2	1	-2	-2	-4	-12	0.99
56	CN(C)S(=O)(=O)c1ccc(C(=O)Nc2nc3ccccc3[nH]2)cc1	16	1.4	0	-1	3	-2	-37	-10	1
57	CCC(C(=O)OC(C)C)c1ccc2ccccc2c1 (stereo not given)	9	0.97	2	6	-3	3	3	-8	0.94
58	CCCN(CC(=O)Nc1cc(Cl)ccc1Cl)C(=O)c1ccc2n[nH]nc2c1	-2	1	1	-16	-2	0	-5	-7	1.2
59	COCCCN(C(=S)Nc1c(C)cc(C)cc1C)C(C)c1ccncc1 (stereo not given)	-2	1	2	16	-3	0	-5	-8	0.84
60	CC(=O)Oc1ccc2c(=O)c(N3C(=O)c4ccccc4C3=O)c(C)oc2c1C	0	1.1	1	-10	2	-3	-5	-7	1.1
61	CCCn1c(Nc2cccc(OC)c2)nc2ccccc21	11	0.98	1	-9	2	-2	2	-1	1.1
62	CCCS(=O)(=O)Nc1cccc(-c2ccc3nnc(C)n3n2)c1	-8	0.96	0	-2	-3	0	4	-7	1
63	Cc1ccc(C(=O)OCC(=O)N(C)C2CCS(=O)(=O)C2)cc1[N+](=O)[O-] (stereo not given)	7	1.3	0	-1	0	-3	-32	-6	1
64	COc1ccc(Cn2c(=O)cc(N)n(-c3ccccc3C)c2=O)cc1	5	1	1	-9	0	0	-4	-6	1.1
65	O=C(Cn1cnc2c(nnn2Cc2ccc(F)cc2)c1=O)OCc1ccccc1	-10	0.95	1	-4	-2	-1	5	-6	1
66	COc1ccc(NC(=O)COC(=O)c2ccc3c(c2)OCO3)c(OC)c1	4	1.1	2	2	-4	1	-10	-6	0.98
67	CCOC(=O)c1[nH]ncc1[C@@H]1C[C@H]2CN(Cc3cccc(Cl)c3)C(=O)[C@]23CCCN13	10	1.2	1	9	3	-3	-17	-4	0.91
68	CCOC(=O)C1CCCN(c2c(NCCc3ccc(C)cc3)c(=O)c2=O)C1 (stereo not given)	9	1	1	2	1	2	-1	-5	0.98
69	C=CC[C@@H](Cc1ccc(F)cc1)C(=O)OC[C@H]1CCCN1C(=O)[C@@H](CC=C)CC(=O)N[C@H](CO)Cc1ccccc1	-6	1.1	4	-18	-3	-6	-12	-9	1.2
70	CC1CCN(C(=O)COC(=O)C(C)N2C(=O)c3ccccc3C2=O)CC1 (stereo not given)	2	0.89	2	-5	-4	2	11	4	1.1
71	COc1ccc(N2CCN(C(=O)NCc3ccc(OC)c(Cl)c3)CC2)cc1	-5	0.97	0	3	-2	0	3	-5	0.97
72	Cc1sc2c(c1C)c(=O)n(-c1cccc(C(F)(F)F)c1)c(=O)n2CC(=O)NCc1ccco1	20	0.94	1	-12	1	-3	6	-5	1.1
